# TRPML3 ag – human mucolipin-3 channel agonism | HEK293 TRPML3-YFP, Fluo-8 calcium fluorescence; 100% = the carbachol control signal | activation, % at 3 µM | 0.29% of 220,000 active | AID 1448 | Q8TDD5;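 active means activation above its plate's cutoff, the mean activation of the plate's test wells plus 3 SD, cut at about 12% in these data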;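 further: 0% = DMSO only wells and 100% = carbachol wells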
# Target sequence (Q8TDD5 whole entry, looked up): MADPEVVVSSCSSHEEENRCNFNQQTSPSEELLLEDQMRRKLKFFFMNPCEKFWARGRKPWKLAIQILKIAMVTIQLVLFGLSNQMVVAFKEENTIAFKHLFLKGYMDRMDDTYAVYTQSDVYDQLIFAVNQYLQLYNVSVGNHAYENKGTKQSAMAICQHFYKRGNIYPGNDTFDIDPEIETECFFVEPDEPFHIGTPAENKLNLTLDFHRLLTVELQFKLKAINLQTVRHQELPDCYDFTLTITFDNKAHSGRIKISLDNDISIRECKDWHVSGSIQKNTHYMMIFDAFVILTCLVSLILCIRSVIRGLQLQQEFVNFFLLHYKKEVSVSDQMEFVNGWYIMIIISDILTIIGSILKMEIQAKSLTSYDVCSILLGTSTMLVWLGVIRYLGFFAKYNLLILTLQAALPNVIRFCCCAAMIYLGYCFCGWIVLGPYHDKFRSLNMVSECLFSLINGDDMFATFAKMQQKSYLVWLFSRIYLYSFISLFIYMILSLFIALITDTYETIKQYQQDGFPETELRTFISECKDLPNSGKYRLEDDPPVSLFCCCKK
#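 system = HEK293 cells stably carrying human TRPML3-YFP | doses = one concentration, 3 µM nominal, 0.3% DMSO | timing = dye loading 1 h 37 °C then 30 min ambient, 125 s read | detection = Fluo-8 calcium dye fluorescence, ex 470-495, em 515-575 nm | benchmarks = high control carbachol 87 µM, low control DMSO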
# Calpain2 inh – calpain II (pig) inhibition; purified calpain II, fluorogenic peptide substrate, 30 min; inhibition, % at 16 µM; 0.37% of 220,000 active; AID 1236;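 active means inhibition above about 50%, limit read from the data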
# zfTRPN1 agonist – activates the zebrafish TRPN1 channel | activation, % at 3 µM | HEK293 zebrafish TRPN1-YFP, Fluo-8 calcium fluorescence; 100% = response to 87 µM carbachol | 0.18% of 220,000 active | AID 1424;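 active means activation above its plate's cutoff, the mean activation of test wells on that plate plus 3 SD, cut at about 19% in these data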;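 further: 0% = DMSO alone and 100% = 87 µM carbachol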
#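 Material – zebrafish TRPN1-YFP in HEK293 cells · Doses – 3 µM single point · Schedule – dye 1 h 37 °C plus 30 min RT · Signal – Fluo-8 calcium fluorescence, excitation 470-495 nm, emission 515-575 nm · Read-out – % activation versus carbachol response · Control set – carbachol high, DMSO low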
# Furin inh – blocks human furin protease activity | P09958 | purified furin, fluorogenic substrate cleavage | inhibition, % at 30 µM | 0.061% of 220,000 active; in the data active means inhibition above about 25%; further: inactives centre near -15
# TbHK1 inh – T. brucei hexokinase 1 inhibition | 0.11% of 220,000 active | recombinant TbHK1, G6PDH-coupled NADH A340 | AID 1430 | inhibition, % at 10 µM;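 active means inhibition of 50% or more in the single-dose primary screen; inactive means inhibition below 50%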
# Cl transport mod – KCC2 (human) Cl- transport modulation; Q9H2X9; KCC2 cells, thallium flux FluoZin-2 fluorescence; B-score of Tl+ flux slope (higher = more flux/activation; lower = inhibition) at 10 µM; 2.2% of 190,000 active;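 active means thallium flux slope and its plate-corrected score both differing from the plate sample mean at a set confidence after two filtering rounds, in either direction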;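 further: slope of fluorescence scaled to starting intensity during 10 to 20 s after thallium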
# EBV gp42 block – blocks Epstein-Barr virus glycoprotein 42 binding. inhibition, % (tested at 21.74 µM). Q1HVG2. 0.42% of 220,000 active. Fluorescence polarization binding assay, mP read-out; in the data active means inhibition above about 50%
# Target sequence (Q1HVG2 whole entry, looked up): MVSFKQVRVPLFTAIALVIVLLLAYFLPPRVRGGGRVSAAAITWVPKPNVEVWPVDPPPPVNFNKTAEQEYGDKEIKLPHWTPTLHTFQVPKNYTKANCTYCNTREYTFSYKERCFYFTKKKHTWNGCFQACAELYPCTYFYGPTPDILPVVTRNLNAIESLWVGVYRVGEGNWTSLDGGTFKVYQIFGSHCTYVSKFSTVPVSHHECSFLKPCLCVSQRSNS
# Thrombin inh – thrombin (human) inhibition | AID 1046 | P00734 | 0.26% of 220,000 active | inhibition, % at 5 µM | alpha-thrombin, Boc-VPR-AMC fluorogenic substrate cleavage;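 active means inhibition at or above 40%; inactive means inhibition below 40%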;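 further: 0% = enzyme with no compound and 100% = wells without enzyme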
#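 System – human alpha-thrombin · Medium – pH 7.5 Tris (50 mM) with NaCl 150 mM, Tween 20 0.05% · Compound – single-point dosing at 5 µM, 0.2% DMSO · Incubation – enzyme reaction carried out at room temperature · Technique – fluorescence of released AMC, ex 355 nm, em 460 nm · Read-out basis – % inhibition of thrombin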
# PPC-1+TRAIL kill – kills PPC-1 cancer cells in the presence of TRAIL. 0.41% of 220,000 active. cell killing (% activity), % at 4 µM. PPC-1 cells + TRAIL, ATPLite viability luminescence;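 active means cell killing above 50% in the first pass at 4 µM, then a duplicate retest at 5 µM averaging 50% or more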;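 further: plate controls were cells with TRAIL plus DMSO for no effect and medium-only wells lacking cells for full effect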
# * = called active by the depositor; i = inactive; . = no result given; & = joins results of further samples; [ ] = remark or other dose.
SMILES,Calpain2 inh,Thrombin inh,TRPML3 ag,PPC-1+TRAIL kill,EBV gp42 block,TbHK1 inh,zfTRPN1 agonist,Furin inh,Cl transport mod
COC(=O)c1[nH]c2ccc(F)cc2c1NC(=O)CCN1CC(C)OC(C)C1 (centres undefined),-71,-16,0.3,-10,-6,-8,1.1,-17[20 µM],-1.1
COc1ccc(-c2cc(CCCC(=O)NCCc3ccc(OC)cc3OC)no2)cc1,8,2,0.2,20,-14,-1,-0.1,-18,0.62
CCN(CC)C(=O)CSc1nc(O)c(Cc2ccccc2)c(=O)n1-c1ccccc1,-4,0,-0.6,-15,-9,0,-0.2,-13[20 µM],-0.14
CC(NC(=O)C1CCCN(C(=O)N(C)C)C1)c1ccccc1 (centres undefined),-17,0,1.1,14,4,1,0.4,-23[20 µM],-0.29
Cc1ccc(CNC(=O)CCCN2C(=S)NC(C)(C)CC2C)cc1 (centres undefined),11,-4,-0.2,3,-16,-5,-1.1,-14,0.05
Cc1nn(CCCC(=O)Nc2nccs2)c(C)c1[N+](=O)[O-],19,16,0.8,28,-12,-3,-0.8,-19,-0.11
CCC(OC(=O)c1cccs1)C(=O)NCc1ccc2c(c1)OCO2 (centres undefined),6,9,-0.7,-3,-15,0,-1.3,-25[20 µM],0.65
CC1(C)CC(=O)C(C=Nc2ccccc2)=C(O)C1,8,-1,0.5,-14,-5,-36,-0.4,11,0.37
Cc1ccc(S(=O)(=O)Nc2ncc(C(F)(F)F)cc2Cl)cc1,-27,-2,-0.8,31,8,0,-1.4,-10,-0.32
COc1ccc(C(=O)CSc2nnc(-c3ccco3)o2)cc1,8,.,-0.7,12,2,-1,-0.6,-18,0.83
CC(=O)c1cccc(CN2CCN(C3CCCC3)C(CCO)C2)c1 (centres undefined),-1,-8,1.1,-4,9,2,1.7,-7,0.29
O=CNC(Cc1ccccc1)C(=O)O (centres undefined),-1,0,0.1,-12,-14,-4,0.8,-8[20 µM],0.043
C/C(=N\NC(=O)C1(C)CC1(Br)Br)c1cccc(NC(=O)C2CCC2)c1 (centres undefined),16,-7,0.5,26,-2,-1,-1.0,-21,0.8
N#Cc1nc(-c2cccc3ccccc23)oc1NCCN1CCCCC1,i,-2,1.0,16,-25,-18,-0.7,-54[20 µM],0.16
CC(=O)NC(Cc1ccccc1)C(=O)N1CCN(C(=S)NCC(C)C)CC1 (centres undefined),-27,0,0.9,15,4,-4,0.9,-12,-0.13
Cc1ccc(-c2nnc3sc(C4COc5ccccc5O4)nn23)cc1 (centres undefined),-23,7,1.1,-1,-12,i,-0.3,-26,-0.51
COc1cc(C2C(C(=O)c3ccc(C)o3)=C(O)C(=O)N2Cc2cccnc2)ccc1O (centres undefined),-5&28,-4,-0.1,-9,-6&-4,-22,0.6,-7[20 µM],-0.098
Cc1cc(C)cc(Nc2cc(C)nc3nc(C)nn23)c1,0,-2,0.0,10,-2,-1,-0.1,-2,-0.35
Cc1ccc(S(=O)(=O)n2nc(-c3ccc(Cl)cc3)nc2NCc2ccco2)cc1,-18,-9,-0.3,11,-19,-2,0.2,-25[20 µM],-0.46
CCOc1ccc(NC(=S)C(C#N)=C2N(C)c3ccccc3N2C)cc1,25,2,0.9,.,-1,-15,1.7,2,0.5
CCCCc1ccc(NC(=O)N[C@H](C(=O)O)C(C)C)cc1,-14,-2,0.4,-14,-1,4,0.3,-17[20 µM],0.59
O=C(Cc1c(F)c(F)c(F)c(F)c1F)OC12CC3CC(C1)C(=O)C(C3)C2,-7,-2,0.3,4,-15,-1,0.1,-15,-0.03
COc1ccc(/C=N/NC(=O)c2ccc(O)cc2O)cc1CSc1ccccn1,-15,-9,-0.8,24,30,-26,-1.7,-12,-0.95
CC(C)N1C(=O)C2C(C(=O)NC3CCCCC3)C3C=CC2(O3)C1C(=O)NC1CCCCC1 (centres undefined),13,-2,0.2,-2,-15,4,0.1,-12,.
CCOc1ccc(NC(=O)CSc2ncc(-c3ccc(F)cc3)n2Cc2ccco2)cc1,16,2,-0.9,16,-13,-3,-1.4,-28,-0.016

# In the list so far, these have a cyano group.
SMILES,Calpain2 inh,Thrombin inh,TRPML3 ag,PPC-1+TRAIL kill,EBV gp42 block,TbHK1 inh,zfTRPN1 agonist,Furin inh,Cl transport mod
N#Cc1nc(-c2cccc3ccccc23)oc1NCCN1CCCCC1,i,-2,1.0,16,-25,-18,-0.7,-54[20 µM],0.16
CCOc1ccc(NC(=S)C(C#N)=C2N(C)c3ccccc3N2C)cc1,25,2,0.9,.,-1,-15,1.7,2,0.5

# Next entries:
SMILES,Calpain2 inh,Thrombin inh,TRPML3 ag,PPC-1+TRAIL kill,EBV gp42 block,TbHK1 inh,zfTRPN1 agonist,Furin inh,Cl transport mod
CCCC(C)NC(=O)c1c2c(nc3ccccc13)CCC2 (centres undefined),-2,2,0.0,2,-9,6,-0.1,-9,0.0068
CCOC(=O)CN(C(=O)CNC(=O)c1cccs1)C(C(=O)NC1CCCCC1)c1cccnc1 (centres undefined),-15,2,-0.2,9,-5,-3,-1.5,-13[20 µM],0.64
CC(=O)Nc1ccc(S(=O)(=O)NCCC(=O)Nc2ccc(C)c(Cl)c2)cc1,17,-7,0.4,2,-1,8,-2.4,-12,-0.0041
CSc1cccc(NC(=S)N(CCCN2CCC(C)CC2)Cc2cccs2)c1,-4,2,0.6,13,1,5,0.0,-27,-0.76
O=C(OCc1ccc([N+](=O)[O-])cc1)c1ccccn1,-9,2,0.2,20,2,-3,-0.6,-19,1
CC1=C(C(=O)Nc2ccccc2)C(c2cccs2)n2nnnc2N1 (centres undefined),-16,2,0.5,4,-5,-3,1.1,-13[20 µM],1.5
Cc1cc2nc(-c3ccc(SCC(=O)Nc4ccc(S(=O)(=O)N5CCCC5)cc4)nc3)[nH]c2cc1C,-96,-7,0.4,63*,-64,-7,-1.0,-15,-1.7
O=C(COc1ccccc1)Nc1nnc(-c2ccco2)o1,-18,-2,0.5,33,-5,-8,1.1,-34,0.03
CCn1c(=O)c2cc(S(=O)(=O)NC3CCCCC3)ccc2n(CC)c1=O,23,6,-0.2,9,7,-6,-1.0,-14[20 µM],0.2
O=C(N/N=C/c1cc([N+](=O)[O-])ccc1O)C12CC3CC(CC(C3)C1)C2,-25,-8,0.8,11,1,-7,1.1,-24,0.078
CC(C)(CC(=O)O)CC(=O)NCc1c(Cl)cccc1Oc1ccccc1,8,-8,0.9,7,-5,-6,0.3,-13,-0.41
Cc1cc(C(=O)COC(=O)c2cc(O)c3ccccc3c2O)c(C)n1CC1CCCO1 (centres undefined),-102,-6,0.9,9,29,-7,-0.1,-26,-0.77
Cc1cc(C)c(CN2CCCC(CNC(=O)c3ccc(F)cc3)C2)c(-n2cccn2)c1 (centres undefined),21,2,0.3,7,3,14,-1.3,-1,0.066
CC(NC(=O)NCc1cccnc1)(C(F)(F)F)C(F)(F)F,-10,2,-0.3,-1,-13,1,0.3,-26,0.27
COC(=O)COc1ccc(C2NC(=O)NC(C)=C2C(=O)NCc2ccccc2)cc1OC (centres undefined),33,-2,0.6,-19,-7,6,0.6,-13,-0.17

# As a short view, some entries already given:
SMILES,Calpain2 inh,Thrombin inh,TRPML3 ag,PPC-1+TRAIL kill,EBV gp42 block,TbHK1 inh,zfTRPN1 agonist,Furin inh,Cl transport mod
CCOc1ccc(NC(=O)CSc2ncc(-c3ccc(F)cc3)n2Cc2ccco2)cc1,16,2,-0.9,16,-13,-3,-1.4,-28,-0.016
CCCC(C)NC(=O)c1c2c(nc3ccccc13)CCC2 (centres undefined),-2,2,0.0,2,-9,6,-0.1,-9,0.0068
CCOC(=O)CN(C(=O)CNC(=O)c1cccs1)C(C(=O)NC1CCCCC1)c1cccnc1 (centres undefined),-15,2,-0.2,9,-5,-3,-1.5,-13[20 µM],0.64
CC(=O)Nc1ccc(S(=O)(=O)NCCC(=O)Nc2ccc(C)c(Cl)c2)cc1,17,-7,0.4,2,-1,8,-2.4,-12,-0.0041
CSc1cccc(NC(=S)N(CCCN2CCC(C)CC2)Cc2cccs2)c1,-4,2,0.6,13,1,5,0.0,-27,-0.76
O=C(OCc1ccc([N+](=O)[O-])cc1)c1ccccn1,-9,2,0.2,20,2,-3,-0.6,-19,1
CC1=C(C(=O)Nc2ccccc2)C(c2cccs2)n2nnnc2N1 (centres undefined),-16,2,0.5,4,-5,-3,1.1,-13[20 µM],1.5
Cc1cc2nc(-c3ccc(SCC(=O)Nc4ccc(S(=O)(=O)N5CCCC5)cc4)nc3)[nH]c2cc1C,-96,-7,0.4,63*,-64,-7,-1.0,-15,-1.7
O=C(COc1ccccc1)Nc1nnc(-c2ccco2)o1,-18,-2,0.5,33,-5,-8,1.1,-34,0.03
CCn1c(=O)c2cc(S(=O)(=O)NC3CCCCC3)ccc2n(CC)c1=O,23,6,-0.2,9,7,-6,-1.0,-14[20 µM],0.2
O=C(N/N=C/c1cc([N+](=O)[O-])ccc1O)C12CC3CC(CC(C3)C1)C2,-25,-8,0.8,11,1,-7,1.1,-24,0.078
CC(C)(CC(=O)O)CC(=O)NCc1c(Cl)cccc1Oc1ccccc1,8,-8,0.9,7,-5,-6,0.3,-13,-0.41
Cc1cc(C(=O)COC(=O)c2cc(O)c3ccccc3c2O)c(C)n1CC1CCCO1 (centres undefined),-102,-6,0.9,9,29,-7,-0.1,-26,-0.77
Cc1cc(C)c(CN2CCCC(CNC(=O)c3ccc(F)cc3)C2)c(-n2cccn2)c1 (centres undefined),21,2,0.3,7,3,14,-1.3,-1,0.066
CC(NC(=O)NCc1cccnc1)(C(F)(F)F)C(F)(F)F,-10,2,-0.3,-1,-13,1,0.3,-26,0.27
COC(=O)COc1ccc(C2NC(=O)NC(C)=C2C(=O)NCc2ccccc2)cc1OC (centres undefined),33,-2,0.6,-19,-7,6,0.6,-13,-0.17

# Compound activity as filed in PubChem.
